Mm-Cpn inhibitor – M. maripaludis TRiC chaperonin inhibition. purified Mm-Cpn ATPase, ADP Transcreener TR-FRET. Potency, µM (doses to about 76.9 µM), for the others: at the top dose activity, negative = inhibition, hits mostly inhibitors. 0.031% of 330,000 active. AID 504842; further: potency means the concentration at half of the fitted maximal effect; on the % scale 0 is the no-effect control and ±100 the full control effect; nearly all actives have a fitted effect of over 80% in size
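TR-FRET (320 nm excitation; 590 and 665 nm emission) reports ADP made from 10 uM ATP by 25 nM enzyme; compounds were preincubated 10 min, reaction run 30 min, both at 37°C.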
CCT chaperon mod – changes cytosolic chaperonin activity | 0.3% of 360,000 active | activity change, % (no concentration beside the values), hits read low | purified chaperonin ATPase assay, HTRF ADP detection, 30 min; in the data active means activity change below about -30%; further: on the % scale 0 is the no-effect control and ±100 the full control effect
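TRiC at 40 or 20 nM final (batch-dependent) in 30 mM Tris pH 7.4, 100 mM KCl, 5 mM MgCl2, 1 mM DTT, with compound at single 76 uM and 10 uM ATP, 30 min at 37 deg C. ADP detected by HTRF Transcreener, 665/615 ratio.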
Nrf2 block – inhibitors of Nrf2 signaling. 2.1% of 360,000 active. Potency, µM (doses to about 46 µM), for the others: top-dose activity change, negative = inhibition, usual class: inhibitors. A549 ARE-Fluc reporter, luciferase luminescence, 18-24 h. AID 504444; further: potency means the concentration at half of the fitted maximal effect; on the % scale 0 is the no-effect control and ±100 the full control effect; nearly all actives have a fitted effect of over 60% in size
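Quantitative HTS in A549 cells stably bearing an antioxidant response element-firefly luciferase construct. Inhibition of Nrf2-driven transcription was scored by luminescence after 18-24 h of compound exposure at 37 °C.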
S2 tox – viability counter-screen for ATXN expression inhibitors. Potency, µM (series often up to 56.7 µM), hits mostly cytotoxic. 0.49% of 400,000 active. S2 cells (HEK-293 line with an ATXN2-luciferase reporter) viability, CellTiter-Fluor protease fluorescence, 24 h; further: potency means the concentration at half of the fitted maximal effect; nearly all actives have a fitted effect of over 40% in size
Nrf2 activator – activates Nrf2 signaling; AREc32 ARE-luciferase reporter (MCF7-derived line), luminescence, 24 h; 0.31% of 410,000 active; Potency, µM (doses to about 46.1 µM), inactives show at the highest dose activation, usual class: activators; further: potency means the concentration at half of the fitted maximal effect; % of control where 0% means no effect; nearly all actives have a fitted effect of over 65% in size
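Quantitative high-throughput format: AREc32 reporter cells, 1000 per well, received compound by pin transfer and were incubated 24 hr at 37 deg C, 5% CO2, before Steady-Glo luminescence detection.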
HepG2 tox – counter-screen for TGF-b inhibitors: cytotoxicity in HepG2 cells. Potency, µM (doses to about 46.1 µM), for inactives: top-dose activity change, negative = cytotoxicity, most hits filed as cytotoxic. 0.76% of 410,000 active. HepG2 CAGA-GFP viability, ATP luminescence, 18 h; further: potency means the concentration at half of the fitted maximal effect; some results filed as inactive show a strong effect at the top dose
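HepG2 CAGA-GFP cells (1000/well, DMEM with 1% FBS) received compound, then TGF-beta at 500 pg/mL final, and were incubated 18 hours at 37 degrees C. Viability was read by CellTiter-Glo luminescence. Media-only wells were set as complete cell-killing and DMSO as no toxicity.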
pAkt inh – blocks phosphorylation of Akt | activity change, % for hits at 50 µM | Neuro2A IGF-stimulated pAkt S473 HTRF, 20 min; hits give low values | 0.32% of 360,000 active; in the data active means activity change below about -80%; inconclusive means mostly about -51% to -80%; further: on the % scale 0 is the no-effect control and ±100 the full control effect
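Single-point screen (50 µM final compound) in Neuro2A cells stimulated 20 min with 6 nM IGF at 37 deg C. After lysis, Ser473-phosphorylated Akt read by HTRF (ex 330 nm, em 615/665 nm) as the 665/615 ratio.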
A549 tox – kills or reduces viability of A549 cells in Nrf2 counter-screen | A549 ARE-Fluc cells, CellTiter-Fluor viability, 18-24 h | Potency, µM (titrated, usually from 46 µM), without a hit: at the top dose activity change, negative = cytotoxicity, hits mostly inhibitors | 0.16% of 390,000 active | AID 504648; further: potency means the concentration at half of the fitted maximal effect; on the % scale 0 is the no-effect control and ±100 the full control effect
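Cytotoxicity counterscreen: CellTiter-Fluor fluorescence was measured in A549 ARE_Fluc cells after 18-24 h of compound exposure in a concentration series. The subsequent BugLite luminescent read reports ARE-luciferase activity.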
TGFb inhibitor – TGF-b pathway inhibition; 1.2% of 410,000 active; Potency, µM (titrated, usually from 46.1 µM), without a hit: at the highest dose activity, negative = inhibition, most hits filed as inhibitors; HepG2 CAGA-GFP TGF-b/SMAD3 reporter, GFP fluorescence, 18 h; TGF-beta stimulated, 500 pg/mL final; further: potency means the concentration at half of the fitted maximal effect; on the % scale 0 is the no-effect control and ±100 the full control effect; nearly all actives have a fitted effect of over 65% in size
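Smad-responsive CAGA-GFP expression was quantified in HEPG2 cells exposed to compounds and 500 pg/mL final TGF-beta for 18 h at 37 degrees C; unstimulated wells defined full inhibition.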
Active calls of the source: *; i = inactive; ? = inconclusive; / = not tested or not shown; & = joins results of further samples; [ ] = another dose, or the depositor's remark. Unless noted, the call rests on the fitted dose curve; in most records, active means well fitted curve in the direction sought with a large enough effect; inconclusive means small, poorly fitted or top-dose-only effect, or another doubt; inactive means no such curve, though single readings can be large; an effect the other way counts as inactive or inconclusive.

SMILES	Mm-Cpn inhibitor	CCT chaperon mod	Nrf2 block	S2 tox	Nrf2 activator	HepG2 tox	pAkt inh	A549 tox	TGFb inhibitor
COc1ccc(-n2c(SCC(=O)N3CCOCC3)nc(O)cc2=O)cc1	0%	-1.9	16%	?	-1.4%	-17%	i	-5%	?
Cc1ccc(Cn2c(CN3CCC(C(=O)NCC(C)c4ccccc4)CC3)cc3ccccc32)cc1 (configuration not stated)	/	/	/	i	5.8%	-4%	/	?	4%
COc1ccc(NC(=O)Nc2cccc(NC(C)=O)c2)c(OC)c1	1%	-43*	-13%	i	0.0%	-25%	i	0%	-3%
COc1ccc(-c2nnc(SCC(=O)Nc3nc4ccccc4s3)n2C)cc1	-1%	-0.2	11%	i	-1.4%	-3%	i	6%	6%
Cc1nc(SCC(=O)Nc2c(C)nn(C)c2C)c2cnn(-c3ccccc3)c2n1	-1%	1.2	?	i	0.2%	-21%	i	-11%	?
CCCCN(C=O)c1c(CC)nc2ccc(C(=O)NCCc3ccccn3)cn12	/	-1.6	/	i	-0.9%	-2%	i	/	1%
CCC(C)OC(=O)C1=C(C)OC23OC(N)=C(C#N)C12C(=O)c1ccccc13 (configuration not stated)	0%	-1.9	1%	i	3.2%	-30%	i	-16%	-10%
Cn1c(N)c(C(=O)COC(=O)Cc2cccs2)c(=O)n(C)c1=O	-4%	0.4	9%	i	2.3%	0%	i	0%	?
CC1=C(C(=O)N(C(C)C)C(C)C)CC(CC(=O)NCCN2CCOCC2)C(=O)N1Cc1ccc(F)cc1 (configuration not stated)	/	0.5	/	i	-0.1%	-34%	i	/	-17%
CC(NS(=O)(=O)c1ccc(F)cc1)C(=O)Nc1ccc2c(c1)OCCO2 (configuration not stated)	-1%	-0.3	9%	i	0.0%	0%	i	2%	3%
CCOC(=O)c1sc(N/N=C/c2cc(Br)c(O)c(OC)c2)nc1C	-5%	0.7	?	i	3.3%	-34%	i	-11%	?
COc1c(S(=O)(=O)NCCCN2CCOCC2)ccc(Cl)c1Cl	1%	-1.6	3%	i	-0.4%	-2%	i	-4%	0%
O=C(CCC(=O)N1CCOc2ccccc21)NCCc1ccccc1	-3%	0.0	0%	?	-0.3%	-3%	i	0%	-3%
Nn1cnc2scc(-c3ccc(Cl)cc3)c2c1=O	1%	0.1	3%	?	6.7%	-24%	i	8%	5%
O=C(O)CCCNC(=O)c1nn(Cc2ccccc2)c(=O)c2ccccc12	0%	-0.5	-4%	i	-0.4%	16%	i	-6%	1%
O=C(NCc1ccc(Cl)cc1)C(=O)NCC(c1cccs1)S(=O)(=O)c1ccc(Cl)cc1 (configuration not stated)	/	/	/	/	-0.1%	-7%	/	-2%	-4%
Cc1cc(N2C(=O)c3ccc(C(=O)Nc4ccccc4O)cc3C2=O)no1	1%	-2.0	12%	i	0.4%	10%	i	1%	0%
CCOCCCNC(=O)c1[nH]c2cc(OC)ccc2c1Sc1ccccc1	/	/	26µM*	i	-0.1%	4%	/	-24%	-5%
COc1ccc(C(=O)NC(=S)Nc2ccc(CN3CCOCC3)cc2)cc1	0%	-0.3	-12%	?	1.9%	-53%	i	2%	0%
CC(C)(Oc1ccc(Cl)cc1)C(=O)Nc1ccc(-c2nc3ncccc3o2)cc1	/	/	?	i	0.3%	1%	/	-4%	36%[activator]
O=C(C=Cc1ccco1)c1cc(Cl)ccc1O	/	-0.5	7%	i	?	-28%	i	0%	?
CCOc1ccc(NC(=O)COc2ccccc2)c([N+](=O)[O-])c1	1%	1.0	3%	i	2.5%	-8%	i	-16%	20%
CC(CNC(=O)c1cncc(O)c1)NC(=O)c1cncc(O)c1 (configuration not stated)	-1%	-0.1	1%	i	-0.5%	-38%	i	1%	1%
O=C(CSC1=Nc2ccccc2N=C(c2ccc(F)cc2)C1)Nc1cc(F)ccc1F	/	/	/	i	1.9%	0%	/	5%	3%
CC(=O)N1CCCc2cc(S(=O)(=O)N(C)CC(=O)Nc3ccc(F)cc3Cl)ccc21	/	/	/	i	0.5%	3%	/	-2%	10%
N#CC1=C(SCC(N)=O)NC(=O)CC1c1ccccc1Cl (configuration not stated)	1%	-1.2	8%	i	-0.3%	4%	i	2%	2%
O=C(O)c1cc(N/N=C/c2c(O)ccc3ccccc23)ccc1Cl	-3%	-2.8	?	i	18%	-1%	i	-18%	1%
CC(C)n1c(CN(C)Cc2ccccc2)nc2c1c(=O)n(C)c(=O)n2C	2%	1.7	0.46µM*	?	-0.5%	-24%	i	-17%	0%
CCOc1[nH]n(-c2ccc(Cl)cc2)c(=O)c1C=Nc1ccc(O)cc1	1%	-0.5	-27%	i	2.7%	-4%	i	-15%	16%
O=C(COC(=O)c1sc2cc(F)ccc2c1Cl)Nc1ncc(Cl)cc1Cl	-5%	-1.9	11%	i	0.7%	-16%	i	-1%	-14%
COc1ccccc1NC(=O)c1ccc(N2CC3CC(C2)c2cccc(=O)n2C3)c(NC(=O)c2ccncc2)c1 (configuration not stated)	-6%	-0.5	-19%	i	2.2%	-4%	i	1%	41%[activator]
COCc1cc(OC)nc(-c2csc(C)n2)n1	1%	-4.5	2%	i	-0.1%	3%	i	0%	-16%
COc1ccc(S(=O)(=O)NCCC(=O)OCC(=O)NC2CC2)cc1	-16%	2.1	10%	i	-0.6%	11%	i	-1%	8%
Cc1cccc(CNc2ncnc3ccc(-c4ccccc4Cl)cc23)c1	-1%&0%	/	-16%	?	0.4%	-23%	/	8%	?
COc1ccc(CCNC(=O)c2ccn[nH]2)cc1OC	2%	1.3	?	i	1.5%	-36%	i	7%	?
O=C(Nc1cc(S(=O)(=O)N2CCCC2)ccc1OCC(F)(F)F)c1ccccc1F	1%	-0.6	-7%	i	0.3%	2%	i	2%	-1%
CN1CCN(C(=O)Cn2c(=O)oc3cc(S(=O)(=O)NCc4ccccc4)ccc32)CC1	2%	-5.1	16%	i	-0.2%	-28%	i	6%	-15%
O=C1c2cccnc2Oc2ccc(Cl)cc2N1Cc1ccc(F)cc1	2%	-3.3	6%	i	0.4%	-4%	i	-3%	-20%
O=S1(=O)C=CC(N2CCOCC2)C1 (configuration not stated)	-1%	-1.2	/	?	-0.7%	1%	i	1%	-1%
CN(C)S(=O)(=O)c1ccc(C(=O)NCCSc2ccc(Br)cc2)cc1	-1%	-1.9	21µM*	i	5.3%	-2%	i	?	92%[activator]
Cc1nc2ccc(S(=O)(=O)N(C)CC(=O)NC(C)c3ccccc3)cc2s1 (configuration not stated)	2%	0.8	3%	i	-0.9%	-1%	i	-10%	-2%
Cc1cc(C)c(C(=O)/C=C/c2ccc(C(C)C)cc2)c(=O)[nH]1	-2%	1.6	18µM*	?	-1.0%	-62%	i	-19%	?
COc1ccc(N=C2NC(=O)/C(=C/C=C/c3ccccc3)S2)cc1	1%	-2.0	-18%	i	3.0%	-19%	i	-14%	-4%
O=C(Cc1ccccc1)NCCS(=O)(=O)N1CCN(c2cccc(Cl)c2)CC1	-1%	2.1	-11%	i	-0.8%	-31%	i	5%	0%
CCCCN(C(=O)c1ccc(N2CCCC2=O)cc1)c1c(N)n(CCCC)c(=O)[nH]c1=O	1%	-2.8	-4%	i	0.1%	-1%	i	0%	-2%

Complete entries, quoted from the list. Screens in order: Mm-Cpn inhibitor | CCT chaperon mod | Nrf2 block | S2 tox | Nrf2 activator | HepG2 tox | pAkt inh | A549 tox | TGFb inhibitor
Results for `COc1ccccc1NC(=O)c1ccc(N2CC3CC(C2)c2cccc(=O)n2C3)c(NC(=O)c2ccncc2)c1` (configuration not stated) → -6% | -0.5 | -19% | i | 2.2% | -4% | i | 1% | 41%[activator]
Results for `Cc1cc(C)c(C(=O)/C=C/c2ccc(C(C)C)cc2)c(=O)[nH]1` → -2% | 1.6 | 18µM* | ? | -1.0% | -62% | i | -19% | ?
Results for `COCc1cc(OC)nc(-c2csc(C)n2)n1` → 1% | -4.5 | 2% | i | -0.1% | 3% | i | 0% | -16%

Structures from the list above containing a cyano group (2):
SMILES	Mm-Cpn inhibitor	CCT chaperon mod	Nrf2 block	S2 tox	Nrf2 activator	HepG2 tox	pAkt inh	A549 tox	TGFb inhibitor
CCC(C)OC(=O)C1=C(C)OC23OC(N)=C(C#N)C12C(=O)c1ccccc13 (configuration not stated)	0%	-1.9	1%	i	3.2%	-30%	i	-16%	-10%
N#CC1=C(SCC(N)=O)NC(=O)CC1c1ccccc1Cl (configuration not stated)	1%	-1.2	8%	i	-0.3%	4%	i	2%	2%

Additional compounds follow:
SMILES	Mm-Cpn inhibitor	CCT chaperon mod	Nrf2 block	S2 tox	Nrf2 activator	HepG2 tox	pAkt inh	A549 tox	TGFb inhibitor
COc1cccc2c1OC1(C)CC2NC(=O)N1c1cccc(C(=O)N2CCN(c3ccccn3)CC2)c1 (configuration not stated)	/	-1.5	6%	?	-0.2%	-18%	i	4%	0%
Cc1ccccc1C(=O)NNC(=O)c1ccc(Br)cc1	1%	-0.6	-11%	i	3.2%	-17%	i	13%	-1%
COc1ccc(/C=N/NC(=O)c2ccc3c(c2)OCO3)cc1	?	-0.2	3%	i	0.3%	-3%	i	4%	-4%
CN(C)/C=C/C(=O)c1ccc([N+](=O)[O-])c(CS(=O)(=O)c2ccccc2)c1	-1%	-6.2	-4%	i	0.0%	-1%	i	-4%	0%
O=C(CSc1ccccc1)N1CCN(S(=O)(=O)c2ccccc2)CC1	-16%	-1.4	-8%	i	0.1%	-2%	i	0%	0%
COc1cccc(OC)c1C(=O)N1CC(C)OC(C)C1 (configuration not stated)	-2%	-1.5	/	i	-0.4%	-2%	/	-1%	6%
O=C1/C(=C/c2ccccc2)Nc2ccccc21	-12%	0.8	/	i	?	-38%	/	-4%	-25%
Cc1cc(NC(=O)CN2CCC(C)CC2)no1	1%	0.3	3%	i	-0.7%	0%	i	1%	-2%
Cc1cc(C)nc(NC(=NCc2ccc3c(c2)OCO3)NC(=O)Nc2ccccc2)n1	/	-0.9	/	i	-0.6%	-43%	i	2%	26%
Cc1ccc(N(CC(=O)NC2CCCCC2)C(=O)c2ccc(C)s2)cc1	-1%	-13	-4%	i	0.1%	1%	i	2%	-1%
